Pf Dd2 inh – qHTS Primary assay for Inhibitors of Plasmodium falciparum Dd2 growth in vitro. P. falciparum Dd2 growth, SYBR Green, 72 h. Potency, µM (top dose mostly 28.9 µM), without a hit: at the highest dose activity, negative = inhibition, hits mostly inhibitors. 120,000 tested, 4.3% active; active means well fitted inhibition curve with a large enough effect; inconclusive means small, poorly fitted or top-dose-only effect; inactive means no such curve, though single readings can be large or run the other way;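 further: plate controls were DMSO vehicle for no effect and reference drug for full effect; nearly all actives have a fitted effect of over 65% in size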
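Readout: SYBR Green fluorescence, 485 nm excitation, 535 nm emission, after ~16 h lysis at 37C. Before that, Dd2-infected red cells (2.5% hematocrit) grew 72 h with compound, 29 uM top final concentration.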
Numbers without * were called inactive; i = inactive; ? = inconclusive; [ ] = remark or other dose. Potency means the concentration at half of the fitted maximal effect. These rows are one share of the data; the hit share may differ from the screen's.

| Structure | Pf Dd2 inh |
| --- | --- |
| COCCN[C@H]1[C@@H]2OC[C@@H](O2)[C@@H](NCc2ccc3c(c2)OCO3)[C@@H]1O | -19.0%[44.1 µM] |
| CC(=O)c1ccc(C(=O)N(CCCN(C)C)c2nc3c(C)c(C)ccc3s2)cc1 | ? |
| O=C(CCCn1c(=O)c2cccn2c2ccccc21)NCCc1ccc(Cl)cc1 | ? |
| O=C(c1ccc(C(F)(F)F)cc1)N1CCC2(C1)C(=NC1CCCCC1)NC(=O)N2c1cc(F)cc(F)c1 (stereo not given) | 8.91µM* |
| O=C(Nc1ccccc1)N[C@H]1CO[C@H]2[C@@H]1OC[C@H]2OC(=O)Nc1ccccc1 | -1.5%[44.1 µM] |
| CC1(NC(=O)C2CC2)CN(c2ccc(OC(F)(F)F)cc2)C1 | -18.7%[44.1 µM] |
| CCOc1ccccc1C(=O)N1CCC(N2C(=O)CCC2C(=O)NC(C)C)CC1 (stereo not given) | -8.7% |
| O=C1CCC2(CCN(Cc3ccc4[nH]ccc4c3)CC2)CN1CCc1ccccc1 | 7.08µM* |
| COc1ncccc1-c1cc(-c2ccccc2)nc2c(C)noc12 | ? |
| Cc1ccccc1-c1nc(-c2c(C)noc2C)cc2cc(CO)oc12 | -29.9%[44.1 µM] |
| CCOCCCNC(=O)Cn1ncc2c([nH]c3ccc(C)cc32)c1=O | -20.9% |
| O=C(CSc1oc(-c2ccc(F)cc2)nc1S(=O)(=O)c1ccc(Br)cc1)NC1CCCCC1 | 13.2% |
| CCOC(=O)c1ccc(NC(=O)Cc2coc3cc(C)cc(C)c23)cc1 | -11.0% |
| O=C(c1ccco1)N1CC(c2nnc(-c3ccncc3)o2)C2(CCOCC2)C1 (stereo not given) | 14.8% |
| Cn1c(=O)n(C/C=C/c2ccccc2)c(=O)c2c1nc1n2CCN1c1ccccc1 | 1.3% |
| Cc1ccc(-c2nc3c(c(SCc4ccc(Br)cc4)n2)Cc2c(CO)cnc(C)c2O3)cc1 | -0.8% |
| COc1ccc(NC(=O)CSc2nc3c(oc4ccccc43)c(=O)n2-c2ccc(C)c(C)c2)cc1 | ? |
| COc1ccc(-c2noc([C@@H](C)NC(=O)c3ccc4c(c3)OCO4)c2C(=O)O)cc1 | 0.3%[44.1 µM] |
| CCc1ccc(NCc2cc3cc4c(cc3n(CC(=O)Nc3ccc(Cl)cc3)c2=O)OCO4)cc1 | i |
| O=C1NC(=NC2CCCC2)C2(CCN(Cc3ccsc3)C2)N1c1cc(F)cc(F)c1 (stereo not given) | ? |
| N#Cc1cccc(NC(=O)Cn2nc3n(c2=O)CCCC3)c1 | 42.0% |
| COc1ccccc1CCNC(=O)C(=O)NCC(c1ccco1)S(=O)(=O)c1cccs1 (stereo not given) | i |
| Cc1nc(CC2CCN(C(=O)CCc3cc4n(n3)CCCNC4)CC2)no1 | 7.7% |
| Cc1ccc(-c2ccc(=O)n(C(C)C(=O)Nc3ccccc3Cl)n2)cc1C (stereo not given) | 9.1% |
| COc1ccc(S(=O)(=O)n2nc(C)c(S(=O)(=O)N3CCCCC3)c2C)cc1 | ? |

Brought forward from above: three compounds, followed by the next part.
| Structure | Pf Dd2 inh |
| --- | --- |
| Cc1nc(CC2CCN(C(=O)CCc3cc4n(n3)CCCNC4)CC2)no1 | 7.7% |
| Cc1ccc(-c2ccc(=O)n(C(C)C(=O)Nc3ccccc3Cl)n2)cc1C (stereo not given) | 9.1% |
| COc1ccc(S(=O)(=O)n2nc(C)c(S(=O)(=O)N3CCCCC3)c2C)cc1 | ? |
| Cc1cc(C(=O)N2CCCC(C(=O)Nc3cccc(-c4cc5ccccc5[nH]4)c3)C2)nn1C (stereo not given) | ? |
| COC(=O)CCN(c1ccccc1)S(=O)(=O)c1cc(-c2cc(C)no2)ccc1OC | i |
| COC(=O)[C@H](NC(=O)[C@@H]1[C@@H](NC(=O)Nc2ccc(F)cc2F)CCN1C(=O)CSC)C(C)C | -11.2% |
| COc1cc2c(cc1OC1CCCC1)NC(=O)C21CCN(Cc2nccn2C)CC1 | ? |
| COC(=O)[C@H](NC(=O)[C@@H]1C[C@H](NC(=O)NC2CCCCC2)CN1C(=O)CSC)C(C)C | -4.7% |
| COC(=O)[C@@H]1Cc2c([nH]c3ccccc23)[C@H]2C[C@@H](NC(C)C)C[C@@H](c3ccc(C)cc3)N21 | i |
| Cc1ccc(C(=O)N2CCC3(CC2)NC(=O)N(c2cccc(F)c2)N3)cc1 | -21.0% |
| CCN1CCN(C(=O)C2CCCN(Cc3ccncc3)CCC(=O)NCC2)CC1 (stereo not given) | 28.5% |
| O=C(c1ccc2[nH]ccc2c1)N1CCN(c2cc(-c3ccccc3)[nH]n2)CC1 | ? |
| COc1ccc(N(CC(=O)NCCc2ccccc2)S(=O)(=O)c2ccc(OC)c(OC)c2)cc1 | 23.6% |
| Cc1nn2c(c1-c1ccccc1Oc1ccccc1)N(C(=O)c1cnccn1)CCC2 | -3.3%[44.1 µM] |
| O=C(NCCCc1ccccc1)C1(CCO)CCN(c2ncccn2)C1 (stereo not given) | i |
| O=S(=O)(c1ccc(F)c(Cl)c1)N1CCC(n2cnnc2C2CC2)CC1 | -13.4% |
| COc1ccccc1CNC(=O)CS(=O)(=O)c1cccc2nsnc12 | ? |
| COCC(=O)N[C@@H]1CN(Cc2ccncc2)C[C@H]1CN(C)C | i |
| CC(C)c1ccc(CC(=O)N2CCCc3ncc(C(=O)Nc4ccccn4)cc32)cc1 | 7.94µM* |
| COc1ccc(-c2noc([C@@H]3CCCN3C(=O)c3ccc(OC)c(F)c3)n2)cc1 | i |
| COc1ccccc1C(=O)Nc1ccc([C@@H](O)[C@H]2COCC(=O)N2CC(C)C)cc1 | i |
| COc1ccc(CNC(=O)c2cnc(N3CCCC3)nc2C)c(OC)c1 | 39.1%[activator] |
| O=C(Cc1c(F)cccc1Cl)N1CCC(c2noc(COc3ccc(F)cc3)n2)CC1 | i |
| CCOc1ccccc1C(=O)N1CCN(C2CCN(C)C2=O)CC1 (stereo not given) | ? |
| Cc1occc1C(=O)N1C[C@@H](COCC2CC2)[C@H](c2ccccn2)C1 | 23.4% |
| Cc1ncoc1C(=O)N1CCC(N2CCCC(C(=O)N3CCCC3)C2)CC1 (stereo not given) | 2.2% |
| Cc1n[nH]c(C)c1C(N)C(=O)NCCc1cccc(C(F)(F)F)c1 (stereo not given) | -22.1% |
| O=C1CCC2(CCCO2)CCN1Cc1ccc(C(F)(F)F)c(F)c1 (stereo not given) | -18.4% |

(next part)
| Structure | Pf Dd2 inh |
| --- | --- |
| COc1ccc(NC(=O)N2CCc3nc(-c4cccc(F)c4)[nH]c3C2)cc1 | -28.6% |
| Cn1cnc(S(=O)(=O)N2CCC(N3CC(OCC4CC4)C34CCOCC4)CC2)c1 (stereo not given) | 0.5% |
| COc1ccc(S(=O)(=O)N2[C@@H]3CC[C@H]2CC(NC(=O)c2ccncc2)C3)cc1 (stereo not given in full) | i |
| CCc1cccc(NC(c2nnc(-c3ccccc3)o2)c2ccc(F)cc2Cl)c1 (stereo not given) | ? |
| COc1ccc(Nc2cc(C(=O)NCCCN(C)c3ccccc3)c3ccccc3n2)c(OC)c1 | ? |
| COCCCNC(=O)CN1C(=O)COc2ccc(S(=O)(=O)N3CCCC3)cc21 | i |
| COCCn1c(C)cnc1CC1CCCN(C(=O)c2ccccn2)C1 (stereo not given) | 15.1% |
| Cc1cccc(NC(=O)CN2C(=O)NC3(CCC(C)CC3)C2=O)c1C (stereo not given) | 54.2%[activator] |
| COCCNC(=O)C1Cn2cccc2C(=O)N1Cc1ccccc1 (stereo not given) | 10.7% |
| COc1cccc(N2CCN(C(=O)CCc3conc3-c3ccccc3)CC2)c1 | -11.5% |
| COc1ccc(-c2cc(C(=O)Nc3c(C(=O)c4ccc(C)c(F)c4)oc4ccccc34)no2)cc1 | 37.9%[activator] |
| COc1ccc(CCNC(=O)Cn2cc(C(=O)c3ccc(Cl)cc3)c(=O)c3ccc(C)nc32)cc1OC | -18.2% |
| O=C(N1CCCC(n2cc(-c3nc(-c4ccccc4)no3)nn2)C1)C1(c2ccccc2)CC1 (stereo not given) | ? |
| CN(Cc1ccccc1C(F)(F)F)Cc1ccnn1C | -2.7%[44.1 µM] |
| Cc1nc(CC(=O)Nc2ccc(C)c(C)c2)cs1 | 22.6% |
| O=C1c2ccccc2CN1C1CCN([S+](=O)([O-])c2cccc(C(F)(F)F)c2)CC1 | 48.8%[activator] |
| COc1ccc(C(=O)N2CCCCCCNC(=O)[C@@H]3C[C@@H](c4nc(C(C)C)no4)C[C@@H]32)cn1 | ? |
| COc1ccc(CNC(=O)N2CCC(Cc3ncc(C)n3C(C)C)C2)cc1 (stereo not given) | ? |
| C[C@]1(O)CCN(C(=O)Cc2ccc3c(c2)OCO3)C[C@@H]1O | -7.5% |
| COC1CN(c2ccc(C)cc2)C12CCN(C(=O)Cc1cccc(F)c1)CC2 (stereo not given) | ? |
| Cc1cn2nc(C(=O)NC(C)c3ccccc3)cc2c(N2CCSCC2)n1 (stereo not given) | -16.3% |
| O=C(Nc1ccc(Cl)cc1C(F)(F)F)c1cc(S(=O)(=O)NCc2ccccc2)ccc1F | -19.5% |
| CC(C)N1CCC(C(=O)NC(CCn2ccnc2)c2ccccc2)CC1 (stereo not given) | -16.1% |
| O=C1NCCCCCN(C(=O)CC2CCCCC2)[C@H]2CCCC[C@@H]12 | i |
| O=C(NC[C@H]1O[C@@H](CC(=O)N2CCN(c3ccc(F)cc3)CC2)[C@H](O)[C@@H]1O)C1CC1 | -6.9%[44.1 µM] |

Reformatted: 3 of the compounds above.
COc1ccc(Nc2cc(C(=O)NCCCN(C)c3ccccc3)c3ccccc3n2)c(OC)c1
  Pf Dd2 inh: ?
COCCCNC(=O)CN1C(=O)COc2ccc(S(=O)(=O)N3CCCC3)cc21
  Pf Dd2 inh: i
COCCn1c(C)cnc1CC1CCCN(C(=O)c2ccccn2)C1 (stereo not given)
  Pf Dd2 inh: 15.1%

Next compounds
| Structure | Pf Dd2 inh |
| --- | --- |
| CCOC(=O)c1ccc(N2C(=O)c3[nH]nc(-c4ccc(OCC)cc4)c3C2c2cccs2)cc1 (stereo not given) | 2.82µM* |
| COc1ccc(CNC(=O)Cn2nc(C)c3nn(-c4ccc(Cl)cc4)c(C)c3c2=O)cc1 | -28.4% |
| COc1ccc(-c2ccnc(N[C@H]3CO[C@H]4[C@@H]3OC[C@@H]4NC(=O)Nc3cccc(C(F)(F)F)c3)n2)cc1 | ? |
| O=C(CSc1nc(-c2ccccc2)no1)N1CCN(c2ccccc2F)CC1 | ? |
| Cc1nc(N2CCC(NC(=O)c3cnccn3)CC2)cc(C(F)(F)F)n1 | -32.7% |
| CCS(=O)(=O)c1c(Nc2ccc(F)c(Cl)c2)sc(C(=O)c2ccccc2)c1N | -11.1% |
| CCC(C)N1CCN(C(=O)CCc2ccc3c(c2)CN(C(=O)NC(C)C)CCO3)CC1 (stereo not given) | ? |
| COc1ccc(CNC(=O)C[C@@H]2CCNC[C@@H]2Cc2cc(-c3ccccc3)on2)cc1OC | ? |
| O=C1Nc2ccc(-c3ccccc3)cc2C(=O)N2CCN(C(=O)NC3CCCCC3)C[C@H]12 | -25.7%[44.1 µM] |
| CCOc1ccc(NC(=O)CCn2ccn3nc4c(c3c2=O)CCCC4)cc1 | -7.0% |
| COc1ccccc1C(=O)Nc1cccc(OCc2cc(=O)n3c(C)csc3n2)c1 | -23.6% |
| NS(=O)(=O)c1ccc(NC(=O)CSc2ccc3ccccc3n2)cc1 | 11.0% |
| C[C@H]1[C@@H]2[C@@H](O)C([C@H](C)C(=O)NCc3cccs3)CC[C@@]2(C)CC[C@@H]1NC(=O)Cc1ccccc1 (stereo not given in full) | ? |
| COc1ccc(C)cc1NC(=O)c1nnn(Cc2cccc(Br)c2)c1N | -18.4% |
| COc1ccc(CN2C(=O)CO[C@H](c3ccc(NC(=O)c4cccs4)cc3)[C@H]2CO)cc1 | -14.9% |
| CN(Cc1ccccc1)C1CCOC2(CCN(S(=O)(=O)c3ccc(F)cc3)CC2)C1 (stereo not given) | ? |
| COc1ccccc1CNC(=O)c1ccc2c(c1)sc1nc(-c3ccc(F)cc3)cn12 | ? |
| CC(C)c1nnc(NC(=O)C2CC(=O)N(c3n[nH]c4cccc(F)c34)C2)s1 (stereo not given) | 6.1% |
| N#Cc1ccccc1S(=O)(=O)N1CCC(Oc2ccc(-n3cnnn3)cc2)CC1 | -6.6% |
| CCc1ccc(CNC(=O)c2cc3n(n2)CC(c2ccc4c(c2)OCO4)OC3)cc1 (stereo not given) | i |
| O=C(Nc1ccccc1Cl)c1cc2c(-c3ccccc3)nn(-c3ccccc3)c2s1 | ? |
| CC(C)N1CC[C@H](c2nc3ccc(C(F)(F)F)cc3[nH]2)C1 | ? |
| Cc1noc(-c2nc(-c3ccncc3)no2)n1 | 17.0% |
| COc1ccc(OC)c(NC(=O)CN(C)S(=O)(=O)c2ccc3[nH]c4c(c3c2)CCCC4)c1 | 14.8% |
| CCN(CC)C(=O)[C@@H]1CCC[C@@H](NCc2ccc(F)cc2)CN(C)C(=O)C1 | i |

Later entries.
| Structure | Pf Dd2 inh |
| --- | --- |
| Cc1ccsc1CN1CC(Oc2ccccc2C(=O)NC2CC2)C1 | ? |
| CCN1CCN(C(=O)c2ccc3c(c2)N(Cc2ccccc2)C(=O)c2ccccc2S3=O)CC1 (stereo not given) | i |
| Cc1cccc(N2CCN(C(=O)CCc3conc3-c3ccccc3)CC2)c1C | -22.8% |
| CNC(=O)c1cccc(-c2cnc(Nc3cccnc3OC)c3c2CCO3)c1 | i |
| O=C(Cn1ncc2ccccc2c1=O)NC1CCCc2c1[nH]c1ccccc21 (stereo not given) | -2.6% |
| CCOC(=O)c1ccc(CN(Cc2ccccc2)S(=O)(=O)c2ccc(C)cc2)cc1 | 29.7% |
| c1ccc(-c2cc(-c3ccccc3)c3c(n2)-c2ccccc2OC3)cc1 | i |
| COc1cccc(CNCCSc2nnnn2C)c1OCc1ccc(F)cc1 | -6.8% |
| COc1ccccc1CNC(=O)C1CCN(S(=O)(=O)c2c(C)noc2/C=C/c2cccs2)CC1 | ? |
| CC(=O)NC[C@@H]1C=C(C)[C@H](CC(=O)O)C[C@H]1C(C)C | 44.1%[44.1 µM] |
